Kir21 inh = inhibitors of mouse Kir2.1 inward-rectifier potassium channel; 310,000 compounds, 0.85% hits; HEK293-Kir2.1, FluxOR thallium flux fluorescence; stronger effect = lower value; B-score at 10 µM; AID 1672;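 active = fluorescence ratio B-score at or below minus 3 SD of library scores, with starting-brightness B-score within 2 SD, cut at about -4.2 in these data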;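 also: channel flux triggered by added potassium and thallium sulfate stimulus; B-score of peak minus minimum fluorescence over baseline after thallium stimulus; more negative B-score means stronger Kir2.1 block with less thallium influx; some compounds called inactive have numbers as strong as hits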
KCNQ2 block = KCNQ2 channel blockers in CHO-K1 cells – cell-based, FluxOR thallium flux, B-score, primary screen (AID 2156). 20 min; stronger effect = lower value. B-score at 10 µM. 310,000 compounds, 1.1% hits;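 active = fluorescence ratio B-score at most minus 3 library SDs, with starting brightness B-score within 2 library SDs, cut at about -5.5 in these data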
Target sequence (O88943 whole entry, looked up): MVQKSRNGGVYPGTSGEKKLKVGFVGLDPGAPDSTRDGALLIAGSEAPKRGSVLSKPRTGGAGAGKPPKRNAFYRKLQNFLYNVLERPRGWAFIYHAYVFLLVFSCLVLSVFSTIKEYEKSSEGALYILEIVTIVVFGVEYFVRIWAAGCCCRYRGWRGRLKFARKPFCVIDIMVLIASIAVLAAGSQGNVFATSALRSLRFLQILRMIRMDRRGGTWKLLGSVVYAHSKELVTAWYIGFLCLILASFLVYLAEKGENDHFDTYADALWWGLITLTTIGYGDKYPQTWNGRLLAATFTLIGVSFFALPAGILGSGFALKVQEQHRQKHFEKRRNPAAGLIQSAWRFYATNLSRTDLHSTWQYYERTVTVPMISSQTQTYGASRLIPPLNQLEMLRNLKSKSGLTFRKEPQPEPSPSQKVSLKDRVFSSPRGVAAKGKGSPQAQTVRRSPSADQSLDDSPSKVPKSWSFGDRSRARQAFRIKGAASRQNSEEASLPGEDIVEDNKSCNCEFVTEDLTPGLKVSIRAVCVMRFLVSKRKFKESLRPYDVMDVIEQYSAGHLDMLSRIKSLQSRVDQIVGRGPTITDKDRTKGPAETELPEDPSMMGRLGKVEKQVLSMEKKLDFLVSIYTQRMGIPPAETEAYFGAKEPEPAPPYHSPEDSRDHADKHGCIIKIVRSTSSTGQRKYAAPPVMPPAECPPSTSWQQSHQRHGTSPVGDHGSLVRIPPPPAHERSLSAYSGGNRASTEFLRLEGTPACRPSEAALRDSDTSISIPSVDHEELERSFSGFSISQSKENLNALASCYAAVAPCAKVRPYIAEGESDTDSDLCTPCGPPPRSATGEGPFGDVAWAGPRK
* = called active by the depositor; i = inactive.

Kir21 inh | KCNQ2 block | smiles
0.23 | i | CCOC(=O)Cc1csc(NC(=S)NC(=O)c2cccc([N+](=O)[O-])c2)n1
-0.04 | i | O=C(c1cccc(S(=O)(=O)N2CCCCC2)c1)N1CCN(c2ccccc2)CC1
-0.59 | i | COC(=O)C1=C(N)Oc2cc(C)[nH]c(=O)c2C1c1cccnc1 (stereo unspecified)
1.5 | i | CCOc1ccc(N(C(=O)c2snc(C(N)=O)c2N)C(C(=O)NC2CCCC2)c2ccncc2)cc1 (stereo unspecified)
-0.62 | i | COc1ccc(C(=O)CCC(=O)N2CCN(c3ccc(N4CCOCC4)nn3)CC2)cc1
-2.4 | i | Clc1ccc(-n2cnnn2)cc1
-0.15 | i | COc1ccc(C2=Nc3nc(-c4ccccc4)cn3C(c3ccc(OC)cc3)C2)cc1 (stereo unspecified)
0.01 | i | NC(=S)N/N=C1\CC(c2ccc3c(c2)OCCO3)Oc2ccc(F)cc21 (stereo unspecified)
-0.84 | i | Cc1cccc(N2CCN(S(=O)(=O)c3ccc4c(c3)CCCN4C(=O)C3CCC3)CC2)c1C
-0.85 | i | Cc1nnsc1C(=O)Nc1cccc(Cl)c1C

Entries listed so far that have four or more nitrogen atoms:
Kir21 inh | KCNQ2 block | smiles
0.23 | i | CCOC(=O)Cc1csc(NC(=S)NC(=O)c2cccc([N+](=O)[O-])c2)n1
1.5 | i | CCOc1ccc(N(C(=O)c2snc(C(N)=O)c2N)C(C(=O)NC2CCCC2)c2ccncc2)cc1 (stereo unspecified)
-0.62 | i | COc1ccc(C(=O)CCC(=O)N2CCN(c3ccc(N4CCOCC4)nn3)CC2)cc1
-2.4 | i | Clc1ccc(-n2cnnn2)cc1

Complete entries, quoted from the list:
NC(=S)N/N=C1\CC(c2ccc3c(c2)OCCO3)Oc2ccc(F)cc21 (stereo unspecified) across the screens: Kir21 inh = 0.01; KCNQ2 block = i
COc1ccc(C2=Nc3nc(-c4ccccc4)cn3C(c3ccc(OC)cc3)C2)cc1 (stereo unspecified) across the screens: Kir21 inh = -0.15; KCNQ2 block = i

More records follow.
Kir21 inh | KCNQ2 block | smiles
0.01 | i | Cc1nnc(NCc2cccc(Cl)c2)c2ccccc12
-0.97 | i | Cn1c(-c2ccc(Br)cc2)cnc1NCc1ccc(C#N)cc1
0.78 | i | CC(=O)Oc1ccc2c(=O)c(N3C(=O)c4ccccc4C3=O)c(C)oc2c1C
1.5 | i | Nc1nc2nc(-c3ccc(Cl)cc3)cc(C(F)(F)F)n2n1
-2.1 | i | CC(C)(C)n1nnnc1C(c1cccc(C#N)c1)N1CCCCCC1 (stereo unspecified)
0.27 | i | Cn1c(-c2ccccc2)cnc1NCc1cc(Cl)ccc1O
-0.37 | i | C=CCn1c(SCc2cc(=O)n3cc(C)ccc3n2)nnc1-c1ccc(F)cc1
0.74 | i | Nc1nonc1-n1nnc(C(=O)N/N=C/c2c(Cl)cccc2Cl)c1CN1CCOCC1
0.43 | i | CN(C)c1ccc(-c2nc3cc(N)ccc3o2)cc1
0.81 | i | COc1cccc(Nc2nc(-c3cccnc3)cs2)c1
1.6 | i | COc1ccc(N2C(=O)CC(NC3CCCCNC3=O)C2=O)cc1 (stereo unspecified)
-0.19 | i | Cc1ccc(-c2nnc(COC(=O)c3cccs3)o2)cc1
1.6 | i | O=C(O)C1CN(C(=O)c2ccccc2)c2cc(Cl)ccc2O1 (stereo unspecified)
-0.91 | i | CC(C)Cn1c(C23CC4CC(CC(C4)C2)C3)n[nH]c1=S
1.4 | i | CN(Cc1ccccc1)C(=O)COC(=O)C1CCN(S(=O)(=O)c2cccs2)CC1
-0.87 | i | CCOc1ccc(N(CC(=O)O)S(=O)(=O)c2cccnc2)cc1
-1.3 | i | COc1ccccc1Sc1nc(-c2ccccn2)ncc1OC
2.3 | i | COc1ccc(-n2nc(C(=O)Nc3nc4ccc(OC)cc4s3)c3ccccc3c2=O)cc1
1.9 | i | CC(=O)c1ccc(NC(=O)COc2ccc3c(c2)OCO3)cc1
0.87 | i | COCCNC(=O)Cn1cc(C(=O)c2ccco2)c2ccccc21

A second format for three compounds above.
SMILES: CC(C)(C)n1nnnc1C(c1cccc(C#N)c1)N1CCCCCC1 (stereo unspecified)
  Kir21 inh: -2.1	KCNQ2 block: i
SMILES: Cn1c(-c2ccccc2)cnc1NCc1cc(Cl)ccc1O
  Kir21 inh: 0.27	KCNQ2 block: i
SMILES: C=CCn1c(SCc2cc(=O)n3cc(C)ccc3n2)nnc1-c1ccc(F)cc1
  Kir21 inh: -0.37	KCNQ2 block: i

Other compounds:
Kir21 inh | KCNQ2 block | smiles
-0.96 | i | c1ccc(COc2cccc(CNCc3ccccn3)c2)cc1
1.8 | i | CCN1CCCC1CNC(=O)CN1C(=O)COc2ccc(C)cc21 (stereo unspecified)
0.03 | i | Cc1ccc(C(=O)OC/C(O)=C(\C#N)c2nc3ccccc3[nH]2)cc1S(=O)(=O)N1CCOCC1
-0.1 | i | CCOC(=O)c1sc(C)c2c1NC1(CCCCC1)NC2=O
1.2 | i | C#Cc1ccc([C@@H]2C=C(C(=O)O)O[C@H](OCCCCO)C2)cc1
0.03 | i | CSc1cccc(NC(=O)c2ccccc2N(C)S(C)(=O)=O)c1
-0.09 | i | COc1ccccc1CNC(=O)C(CCSC)NS(=O)(=O)c1ccc2c(c1)oc(=O)n2C (stereo unspecified)
-0.75 | i | COc1ccc(OC)c(NC(=O)c2ccc(NS(=O)(=O)c3c(C)noc3C)cc2)c1
0.2 | i | Cc1ccc(NC(=O)C(=O)c2ccc(C)cc2)cc1
-0.11 | i | CCC1(C)CC(c2csc(N)n2)CCO1 (stereo unspecified)
-1.3 | i | O=C1CCNCCN1[C@H](CO)c1ccccc1
-1.3 | i | Cc1c(C(=O)NCCN2C(=O)S/C(=C\c3cccs3)C2=O)cccc1[N+](=O)[O-]
-1.9 | i | O=C(NCc1ccccc1)c1sc(=S)n2c1[nH]c(=O)c1ccccc12
-1 | i | COCc1c(C(=O)OCc2c(C)noc2C)oc2ccccc12
-1.3 | i | O=C(CCCc1ccccc1)NC1CCSC1=O (stereo unspecified)
-2 | i | Nc1cc(=O)nc(SCC(=O)Nc2ccccc2)n1-c1ccccc1
0 | i | Cc1ccc(S(=O)(=O)CC(=O)Nc2cccc(C)n2)cc1
-0.14 | i | N#CCc1ccc(OC(=O)c2cccnc2Cl)cc1
-0.53 | i | CC1=C(C(=O)OC(C)C)C(c2cccnc2)n2ncnc2N1 (stereo unspecified)
1.5 | i | O=C(CCCN1C(=O)S/C(=C\c2ccccc2)C1=O)NNC(=O)c1ccccc1O
-0.74 | i | O=C(NCc1ccccc1)N[C@@H](Cc1c[nH]c2ccccc12)C(=O)O
1.9 | i | CCCOP(=O)(c1ccc(N(C)C)cc1)C(O)c1ccc(N(C)C)cc1 (stereo unspecified)
-1.9 | i | CCN(C(=O)CN1C(=O)NC(c2ccccc2)(c2ccccc2)C1=O)c1ccccc1
-0.75 | i | Cc1nnc(NC(=O)/C=C/c2ccco2)s1
1 | i | CC(C)c1ccc(C(=O)NC(=S)Nc2ccc3[nH]c(=O)[nH]c3c2)cc1
-0.21 | i | COc1cccc(NC(=O)Cn2c3ccccc3c3nc4n(c(=O)c32)CCCS4)c1
1.7 | i | COc1ccc2c(c1)-c1c(sn(-c3ccc(OC)c(OC)c3)c1=S)C(C)(C)N2
1.2 | i | COc1cc(C2C(C(=O)N3CCOCC3)=C(C)NC3=C2C(=O)CCC3)ccc1OC(C)=O (stereo unspecified)
0.33 | i | Cc1c(C(=O)OCC(=O)N2CCC(C)CC2)oc2ccccc12
0.05 | i | COc1ccc2c(c1OC)CN(C)CCc1cc3c(cc1C(O)C2)OCO3 (stereo unspecified)
-4.3* | i | COc1ccc(C)cc1S(=O)(=O)N1CCc2ccccc2C1
0.88 | i | COC(=O)c1ccc(NC(=O)CCC(=O)c2ccc(F)cc2)cc1
1.2 | i | CC1CCCC(C)N1/N=C/c1ccc(N(C)C)cc1 (stereo unspecified)
0.28 | i | Cc1nc2sc(-c3ccccc3)cc2c(=O)[nH]1
1.1 | i | CC(=C/c1ccccc1)/C=N/N1CCN(Cc2ccc(C)cc2)CC1
1.6 | i | CC(=O)Nc1ccc(S(=O)(=O)NCCC(=O)N2CCc3ccccc32)cc1
-1.9 | i | Cc1c(C(=O)Nc2ccc(C(=O)Nc3ccccc3)cc2)cccc1[N+](=O)[O-]
1.6 | i | COc1ccccc1NC(=O)CC(=O)CSc1nnc(-c2ccc(C)cc2)n1C
-0.23 | i | Cc1ccc2c(c1)nnn2C1CCN(S(=O)(=O)c2cccc(S(=O)(=O)N(C)C)c2)CC1
2.9 | i | Cc1cc(C)cc(OCC(=O)Nc2cc(NC(=O)COc3cc(C)cc(C)c3)cc(C(=O)O)c2)c1
1.2 | i | CCCOc1ccc(CN(CCO)CCO)cc1[N+](=O)[O-]
0.1 | i | Cc1cc(C)c(C(=O)NCC2CCCO2)c(C)c1C(=O)NCC1CCCO1 (stereo unspecified)
0.43 | i | Cc1cc(C)cc(N2CN=c3s/c(=C\c4ccco4)c(=O)n3C2)c1
0.23 | i | COC(CNc1nc(SC)nc2sc3c(c12)CCN(C)C3)OC
-2.1 | i | COc1cc(C(=O)NCC(=O)N2CCN(S(=O)(=O)c3ccccc3)CC2)cc(OC)c1OC
-2.1 | i | Cc1c(NC(=S)N/N=C\c2ccccc2O)c(=O)n(-c2ccccc2)n1C
0.45 | i | COC(=O)C(NC(=O)CCc1c(C)nc2ncnn2c1C)C(C)C (stereo unspecified)
-1.2 | i | Cn1cccc1Cc1nnc(SCC(=O)Nc2cccc(Cl)c2)n1-c1ccc(F)cc1
0.21 | i | Nc1c([N+](=O)[O-])c(=O)sc2ccccc12
0.6 | i | Clc1ccc(Cc2ccc(Cl)nn2)c(Cl)c1

The list continues.
Kir21 inh | KCNQ2 block | smiles
1.2 | i | Cc1cccc(NC(=S)NNC(=O)c2ccc(Br)o2)c1
0.23 | i | CCCNC(=O)COc1coc(CN2CCN(c3ccccc3)CC2)cc1=O
0.45 | i | COc1ccc2cc(C)c(SCC(=O)Nc3cc(C)on3)nc2c1
1.3 | i | Cc1cccc(OCC(O)Cn2ccnc2C)c1 (stereo unspecified)
-0.61 | i | Cn1c(SCC(=O)OC2CCCCC2)nnc1-c1ccc2c(c1)OCO2
2.5 | i | O=C(COC(=O)Cc1ccc2c(c1)OCCO2)Nc1ccc(S(=O)(=O)N2CCCC2)cc1
0.77 | i | CC(C)Cc1nnc(NS(=O)(=O)c2ccc([N+](=O)[O-])cc2)s1
1.4 | -8.7* | Cc1cc(C(=O)CSc2ccc(Cl)cc2)cc(C)c1OC(=S)N(C)C
1.4 | i | Cc1ccc2c(COC(=O)c3n[nH]c4ccccc34)cc(=O)oc2c1
0.69 | i | COc1ccc(C)cc1-n1c(SCC(=O)NCC2CCCO2)nc2c([nH]c3ccccc32)c1=O (stereo unspecified)
0.03 | i | COc1cccc(NC(=O)Nc2cccn(Cc3ccccc3)c2=O)c1
1.6 | i | CCc1nnc(NC(=O)CSc2nnc(C3CC3)n2C)s1
-1.4 | i | O=C(CNC(=O)c1ccccc1)OC(C(=O)Nc1cc(C(F)(F)F)ccc1Cl)c1ccccc1 (stereo unspecified)
0.07 | i | CCOc1ccc(S(=O)(=O)N2CCC(C(=O)N3CCCC3)CC2)cc1C
0.03 | i | Cc1cc(C)n(-c2nc(C)nc3c2cnn3-c2ccccc2)n1
0.89 | i | COc1cccc(-c2nnn(CC(=O)NC3CCCC3)n2)c1OC
-0.93 | i | O=C(Cn1cnc2cc([N+](=O)[O-])ccc2c1=O)NCc1ccccc1
0.21 | i | CC(C)CN(C(=O)COC(=O)c1ccc(Br)cc1)c1c(N)n(Cc2ccccc2)c(=O)[nH]c1=O
0.04 | i | CCC1CCCCN1C(=O)COc1ccc(F)cc1 (stereo unspecified)
1.2 | i | CCCCNC(=O)c1ccc(-n2c(=S)[nH]c3ccccc3c2=O)cc1
-2.2 | i | O=c1[nH]c2ccccc2n1CCCSc1cnc2ccccc2n1
-0.19 | i | O=C1NN(c2ccccc2)C(=O)/C1=C\c1ccccc1OCC(=O)N1CCOCC1
-0.02 | i | Cc1ccc(C(=O)NNC(=O)c2csc(N3CCOCC3)n2)o1
-0.64 | i | CCCCN=C1NC(=O)C(CC(=O)NCCc2ccc(OC)cc2)S1 (stereo unspecified)
-1.4 | i | CCOC(=O)c1c(NC(=O)c2ccc(Cl)s2)sc(C)c1C
1.5 | i | O=C(NC1CCCCC1)c1ccc(CS(=O)(=O)c2ccc(Cl)cc2)o1
-0.28 | i | O=C(Nc1nnc(COc2ccccc2F)s1)Nc1ccccc1F
-0.71 | i | Cc1ccc(CCNC(=O)C23C[C@H]4C[C@@H](C2)CC(n2nnc(C)n2)(C4)C3)cc1
0.06 | i | CCc1ccc(NC(=O)CCNS(=O)(=O)c2cccc3nonc23)cc1
0.03 | i | O=C(C1CCCN(S(=O)(=O)c2cccc3nsnc23)C1)N1CCc2ccccc21 (stereo unspecified)
-1.6 | i | Cc1c(C(=O)N2c3ccccc3CC2C)oc2ccccc12 (stereo unspecified)
0.01 | i | CCOC(=O)c1c(NC(=S)Nc2ccc(OC)cc2)sc2c1CCCCC2
-1.6 | i | CCOC(=O)c1c(NC(=O)COC(=O)Cc2n[nH]c(=O)c3ccccc23)sc(C(=O)N(C)C)c1C
-0.93 | i | O=C(O)c1ccc(CSc2nnc(-c3cccnc3)n2-c2ccc(Br)cc2)cc1
-0.44 | i | O=C1CCN(Cc2ccccc2)CCN1CCSc1ccccc1
-0.68 | i | Cc1cccc(NC(=O)N2CCCc3ccccc32)c1C
-1.4 | i | Cc1ccc(C[n+]2cc(-c3ccc(Cl)cc3)n3c2CCC3)cc1
-0.37 | i | COc1ccc(C2CC2/C(=N/O)c2ccccn2)cc1 (stereo unspecified)
-0.59 | i | COc1ccccc1CNC(=O)CCc1nc2ccccc2c(=O)[nH]1
-0.74 | i | CCN(CC(=O)Nc1ccc(OC)cc1)C(=O)CCS(=O)(=O)c1ccc(C)cc1
-1.2 | i | CC1=CC(C)(C)[N+](C)(C)c2ccc(C)cc21

Screens deposited in PubChem by Johns Hopkins Ion Channel Center.
